AmpC inh det: Promiscuous and Specific Inhibitors of AmpC Beta-Lactamase (assay with detergent); purified AmpC, nitrocefin hydrolysis with detergent; 0.09% of 71,000 active; Potency, µM (series often up to 28.7 µM), inactives show at the highest dose activity change, negative = inhibition; active means well fitted curve in the direction sought with a large enough effect; inconclusive means small, poorly fitted or top-dose-only effect
Target sequence (P00811 whole entry, looked up): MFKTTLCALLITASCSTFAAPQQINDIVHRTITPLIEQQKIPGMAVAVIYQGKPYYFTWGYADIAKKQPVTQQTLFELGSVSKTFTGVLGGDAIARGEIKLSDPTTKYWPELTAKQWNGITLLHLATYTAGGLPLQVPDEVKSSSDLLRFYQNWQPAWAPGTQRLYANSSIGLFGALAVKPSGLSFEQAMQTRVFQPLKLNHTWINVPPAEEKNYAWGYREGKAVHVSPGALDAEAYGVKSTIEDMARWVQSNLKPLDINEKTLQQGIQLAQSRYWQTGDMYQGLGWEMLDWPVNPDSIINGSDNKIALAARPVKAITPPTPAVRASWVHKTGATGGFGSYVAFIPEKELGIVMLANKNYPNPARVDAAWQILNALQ
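E. coli AmpC (5.3 nM) in 20 mM phosphate pH 7.0 with 0.01% Triton X-100, preincubated 15 min RT with compound; nitrocefin (2 uL of 800 uM stock) hydrolysis followed by 480 nm absorbance every 20 s over 4 min.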
* = called active by the depositor; ? = inconclusive; & = joins results of further samples; [ ] = another dose, or the depositor's remark. On the % scale 0 is the no-effect control and ±100 the full control effect; potency means the concentration at half of the fitted maximal effect. A portion of the library; the hit share may differ from the screen's.

molecule	AmpC inh det
CC1CCCCC1NC(=O)CSc1nnnn1-c1ccccc1 (configuration not stated)	-5.8%
O=C(Cn1c(=O)[nH]c2ccsc2c1=O)NC1CCCCCC1	1.4%
CC(C)n1c(C(O)c2ccccc2)nc2ccccc21 (configuration not stated)	-1.9%
O=c1c2ccccc2nc(-c2ccco2)n1-c1ccncc1	-2.8%
CCOc1ccc(/C(O)=C2/C(=O)C(=O)N(CCOCCO)C2c2ccccn2)cc1 (configuration not stated)	-3.7%
O=c1[nH]c(C(F)(F)F)nc2ccccc12	-1.6%
O=C(CSc1nnc(Cc2ccccc2)o1)N1CCOCC1	1.2%
COc1ccc(-c2ccc(-c3noc(-c4cccs4)n3)c(OC)n2)cc1	1.7%
CCC(CC)C(=O)NCCc1cc2ccc(C)c(C)c2[nH]c1=O	9.1%
COc1ccc(OC)c(NC(=O)CN2C(=O)C3(OCCCO3)c3ccccc32)c1	-3.0%

The list continues:
molecule	AmpC inh det
COC(=O)c1nc(NC(C)=O)n[nH]1	-1.0%
COc1ccc(C2=NOC(C(=O)NCCCN3CCOCC3)C2)cc1 (configuration not stated)	-3.0%
O=c1[nH]c(SCC2CCCCO2)nc2ccccc12 (configuration not stated)	15.2%
S=C(Nc1ccccc1)Nc1ccccc1C#Cc1ccccc1	-0.3%
Cc1ccnc(NC(=O)c2c(O)c3ccccc3n(C)c2=O)c1	-5.0%
Cn1c(=O)cc(NCCc2ccccc2)[nH]c1=O	7.5%
CCC(NC(=O)NCc1cccnc1)(C(F)(F)F)C(F)(F)F	-1.6%
O=C(NC1c2ccccc2-c2ccccc21)c1ccco1	-1.0%
CC(=O)c1c(C(C)=O)c(C)n(-c2nc(-c3ccccc3)c(C)s2)c1C	9.0%
COC(=O)Cn1c2ccccc2c2nc(C)sc21	-2.9%

Shown field by field: two of the compounds above
Structure: COC(=O)c1nc(NC(C)=O)n[nH]1
- AmpC inh det: -1.0%

Structure: COc1ccc(C2=NOC(C(=O)NCCCN3CCOCC3)C2)cc1 (configuration not stated)
- AmpC inh det: -3.0%

Other results
molecule	AmpC inh det
CC(C)N1CCN(c2ccncc2S(=O)(=O)N2CCCCC2)CC1	-2.3%[5.75 µM]
COP(C)(=O)c1c(C)nn(-c2ccccc2)c1C (configuration not stated)	-4.2%
CCc1ccc(NC(=O)C2CC(=O)N(C(C)C)C2)cc1 (configuration not stated)	-2.7%
CCSc1nc2c(c(=O)[nH]1)C(c1ccccn1)C1=C(CC(C)(C)CC1=O)N2 (configuration not stated)	-0.6%
COc1ccc(-c2nnnn2CCc2ccccc2)cc1	-6.2%
CCC(=O)N1CCc2cc(S(=O)(=O)N(CC)c3cccc(C)c3)ccc21	-2.5%
CC1CCCCN1CCNC(=O)Cn1nc(-c2ccccc2)ccc1=O (configuration not stated)	-1.0%
Cc1nonc1NC(=O)OCCN1CCOC1=O	-1.0%
COc1ccc(NC(=O)CN2CCCCC2)cc1	-2.8%
O=C(Nc1ccccc1)N(Cc1ccc2c(c1)OCO2)Cc1nc2ccccc2c(=O)[nH]1	-0.5%

Next part.
molecule	AmpC inh det
Cc1ccc(-c2nc3s/c(=C\c4ccco4)c(=O)n3n2)cc1	-4.5%
COc1ccc(Br)cc1C(=O)Nc1cccc(NC(=O)c2ccco2)c1	-1.8%
CC(=O)c1cccc(NC(=O)CN(c2ccc(F)cc2)S(C)(=O)=O)c1	3.3%
CCCn1c(N2CCN(CC(=O)NCc3cccs3)CC2)nc2ccccc21	-4.5%
CCSC[C@@H](N)C(=O)O	-1.9%[5.75 µM]
Cc1ccsc1CNn1cnnc1SCc1ccccc1F	-9.0%
Cn1c2ccccc2c2nnc(SC3CCOC3=O)nc21 (configuration not stated)	-3.8%
CCCS(=O)(=O)N1CCC(C(=O)N2CCOCC2)CC1	-3.0%
O=c1cc(NCC2CCCO2)[nH]c(=O)n1-c1ccc(Cl)cc1 (configuration not stated)	-3.8%
Cc1ccccc1Cn1cc(NC(=O)c2cc3nc(-c4ccco4)cc(C(F)(F)F)n3n2)cn1	-6.7%

Following part
molecule	AmpC inh det
O=C(CSc1nnc(-c2cccs2)o1)NCC1CN(Cc2ccccc2)CCO1 (configuration not stated)	-2.2%
CCS(=O)(=O)N1CCN(Cc2ccncc2)CC1	-3.5%
C=CCn1c(SCC(=O)c2ccc(OC)cc2)nnc1-c1cc2cccc(OC)c2o1	-4.2%
CCCc1cc(=O)[nH]c(SCC(N)=O)n1	0.0%
C[N+](C)(C)c1nc(N)nc2c1ncn2[C@H]1O[C@@H](CO)[C@@H](O)[C@H]1O	-3.8%[5.75 µM]
CN(C)S(=O)(=O)N(CC(=O)N1CCOCC1)c1ccccc1	0.5%
Cc1cccc2cc(C#N)c(NCCNC(=O)NC3CCCCC3)nc12	10.2%
CCN(CC)S(=O)(=O)c1cccc(C(=O)OCC(=O)N2CC(=O)Nc3ccccc32)c1	12.0%
COc1cccc(C2=CC(c3ccc(OC)c(OC)c3OC)n3nnnc3N2)c1 (configuration not stated)	-0.9%
COc1cccc(NC(=O)CSCc2n[nH]c(=O)[nH]2)c1	-2.4%

Additional records:
molecule	AmpC inh det
COCCCNc1nc2c(c(=O)[nH]c(=O)n2C)n1CCCc1ccccc1	-4.1%
CCC(C)NC(=O)CS(=O)Cc1nc(-c2ccccc2C)oc1C (configuration not stated)	11.2%
O=C(COc1ccccc1O)c1cccs1	-1.8%
CC(C)[C@H](NC(=O)NCc1cccs1)C(=O)O	-0.8%
CCCCN(C)C(=O)CCC(=O)Nc1ccc2nc(N3CCOCC3)cc(C)c2c1	-2.1%
O=C(NC1CCCCCCC1)C1=COCCO1	-4.3%
Cc1ccc2c(c1)N(CCC(=O)NCCN1CCOCC1)C(=O)CO2	-4.0%
CNc1nc(-c2ccccc2OC)nc2ccccc12	13.6%
COc1cc(/C=N/n2cnnc2)ccc1OC(=O)c1cccnc1	-0.2%
O=c1[nH]c2ccccc2c2nc3ccccn3c12	-1.5%

New compounds follow
molecule	AmpC inh det
CCOC(=O)CNC(=O)CSc1nc2nc(C)c(Br)cc2[nH]1	-1.5%
C[n+]1cnn2c1SCC1(COC1)C2	-5.6%
O=C1CN(C(=O)CN2CCCC2)C(c2ccccc2)c2cc(Br)ccc2N1 (configuration not stated)	-3.5%
CCCCCCN1Cc2ccccc2C1	-2.9%
CCc1cc2c(=O)c(-n3cnc4ccccc43)coc2cc1O	-5.8%
CC(=O)c1c(C)[nH]c(C(=O)NCc2ccccn2)c1C	-1.3%
Cc1ccc(CNC(=O)c2coc(=O)c3ccccc23)o1	-3.3%
COc1ccc2cc(CN(CCCN3CCOCC3)Cc3nnnn3C3CCCC3)c(=O)[nH]c2c1	8.7%
CCN(CC)C(=O)C1CCN(S(=O)(=O)c2ccc(C3CNC(=O)C3)cc2)CC1 (configuration not stated)	8.6%
CCCN1CCN(C(=O)C2CCN(S(=O)(=O)c3ccc4c(c3)oc(=O)n4C)CC2)CC1	11.2%

Carrying on.
molecule	AmpC inh det
COc1cccc(OC)c1OCCCSc1nc(C)cc(=O)[nH]1	2.3%
COC(=O)CSc1nnc2c3c4c(sc3nc(-n3nc(C)cc3C)n12)COC(C)(C)C4	13.2%
COc1cccc(NS(=O)(=O)c2c(C)cc(C)cc2C)c1	-4.1%
Cc1c(NC(=O)CN2CC(C)OC(C)C2)c(=O)n(-c2ccccc2)n1C (configuration not stated)	16.6%
CN(C(=O)CSc1nnnn1-c1ccccc1)C1CCCCC1	26.0%
CCOCCCNC(=O)C(c1ccc(Cl)cc1)N1CCN(C(=O)c2ccco2)CC1 (configuration not stated)	-3.9%
CCOC(=O)CC1C(=O)NCCN1C(=O)Nc1ccccc1 (configuration not stated)	-4.3%
CN(C)S(=O)(=O)c1ccc(NC(=O)c2cc3ccccc3o2)cc1	-5.2%
COc1c(Cl)cc(-c2noc(C)c2C(=O)NC(C)C)cc1Cl	3.6%
[O]=[Cr](=[O])([OH])[O][Cr](=[O])(=[O])[OH]	10.3%&11.2%&7.6%

Carrying on:
molecule	AmpC inh det
N#Cc1c(N)nc2c(c1-c1ccncc1)CCCC2	-0.5%
NCCOB(c1ccccc1)c1ccccc1	?
COCCn1c(-c2ccc(OC)cc2)cnc1N	12.3%
c1ccc(N2CCN(C3CCSC3)CC2)cc1 (configuration not stated)	7.2%
Nc1nc(SCC(=O)NCC2CCCO2)n[nH]1 (configuration not stated)	-3.2%
CNC[C@H](O)c1ccc(O)c(OC)c1	-3.4%[12.8 µM]
O=S(=O)(Cc1ccccc1)N1CCN(C/C=C/c2ccccc2)CC1	-3.9%
Cc1ccc2c(CC(=O)NC3=NCCS3)coc2c1	8.3%
CC(=O)c1cn(CC(=O)NCc2cccnc2)c2ccccc12	-3.2%
CC(=O)c1ccc(OCC(O)CN2CCOCC2)cc1 (configuration not stated)	8.2%

Next records
molecule	AmpC inh det
CCc1c(C)nc2ncnn2c1N1CCC(C(=O)N2CCN(c3ccccc3)CC2)CC1	-2.7%
CN1C[C@H](C(=O)N[C@]2(C)O[C@@]3(O)[C@H]4CCCN4C(=O)[C@@H](Cc4ccccc4)N3C2=O)C[C@H]2c3cccc4[nH]cc(c34)C[C@@H]21	-0.1%
COc1ncc2nc(-c3cn(C)c4ccccc34)c(=O)n(C)c2n1	0.2%
Cn1cccc1C(=O)N1CCC2(CCN(C(=O)Nc3ccccc3)CC2)CC1	-3.9%
O=C(NCc1cccs1)C(Cc1ccccc1)NS(=O)(=O)c1cccs1 (configuration not stated)	10.9%
CCS(=O)(=O)N1CCCC(C(=O)NC2CCCC2)C1 (configuration not stated)	-3.8%
N#Cc1cccc(NC(=O)N2CC3(CCN(C(=O)c4cc(C(F)(F)F)cc(C(F)(F)F)c4)CC3)C2)c1	1.3%
CC(=O)N1CCC2(CC1)CN(Cc1ccc(C#N)cc1)C2	1.2%
O=c1n(Cc2ccccc2Cl)c2sc3c(c2c2ncnn12)CCCC3	-2.3%
CCOc1ccc(N(CC(=O)O)S(=O)(=O)c2ccc(OC)c(OC)c2)cc1	3.7%

Brought forward from above: 2 entries, then new ones.
molecule	AmpC inh det
O=c1n(Cc2ccccc2Cl)c2sc3c(c2c2ncnn12)CCCC3	-2.3%
CCOc1ccc(N(CC(=O)O)S(=O)(=O)c2ccc(OC)c(OC)c2)cc1	3.7%
COc1ccc(C(=O)n2nnc3ccccc32)cc1Br	-8.8%
O=C(O)c1ccccc1N[C@H](c1ccccc1)c1ccc2cccnc2c1O	-4.4%[5.75 µM]
C=CCn1c(Cc2ccc(OC(C)C)c(Cl)c2)nnc1SCC(N)=O	2.9%
O=C(CCN1C(=O)C2C3C=CC(C3)C2C1=O)NCCc1ccccc1Cl (configuration not stated)	-1.2%
COc1ccc(OC)c(C2=NOC(C(=O)NCCN3CCOCC3)C2)c1 (configuration not stated)	-1.5%
CCCCN(CCCC)CCC(O)c1cc2c(Cl)cc(Cl)cc2c2cc(C(F)(F)F)ccc12 (configuration not stated)	-3.5%[12.8 µM]
CN(c1ccccc1C(=O)N1CCc2ccccc2C1)S(C)(=O)=O	-0.7%
COCC(=O)N(Cc1cc2cc(OC)ccc2[nH]c1=O)c1ccccc1	12.6%
COc1cccc(N2CCN(C3CCCC(C)C3)CC2)c1 (configuration not stated)	-3.2%
O=C(NCCC1=CCCCC1)C1CCN(C(=O)Nc2ccccc2)CC1	9.1%

The listing continues.
molecule	AmpC inh det
COc1ccc(C(C)NC(=O)C2CCCO2)cc1OC (configuration not stated)	1.2%
Cc1ccc(Cl)cc1N1CCN(C(=O)c2ccc(CN3CCOCC3)cc2)CC1	-1.8%
COc1ccccc1NC(=O)N1CCCC1C(=O)NCc1ccccc1 (configuration not stated)	11.2%
COC(=O)c1c(NC(=O)CSc2nc3c(c(=O)n(C)c(=O)n3C)n2C(C)C)sc(C)c1C	10.7%
COC(=O)c1ccc(N2CCN(C)CC2)c(NC(=O)c2cc3ccccc3o2)c1	0.8%
CCOc1ccc(OCC)c(NC(=O)CC2Oc3ccccc3NC2=O)c1 (configuration not stated)	12.6%
O=C(NCc1ccccc1)C1CCCN(C(=O)Nc2ccccc2)C1 (configuration not stated)	0.0%
CCOC(=O)c1c(C)n(C)c2cc(OCCN(CC)CC)ccc12	-4.3%
OC(COc1c(Br)cc(Br)cc1Br)CN1CCOCC1 (configuration not stated)	-4.1%
Nc1cc(C(=O)OCC(=O)N2CCCC2)ccc1Cl	-0.9%

Three compounds drawn at random from the list so far, as already listed:
molecule	AmpC inh det
O=S(=O)(Cc1ccccc1)N1CCN(C/C=C/c2ccccc2)CC1	-3.9%
CCC(=O)N1CCc2cc(S(=O)(=O)N(CC)c3cccc(C)c3)ccc21	-2.5%
CN1C[C@H](C(=O)N[C@]2(C)O[C@@]3(O)[C@H]4CCCN4C(=O)[C@@H](Cc4ccccc4)N3C2=O)C[C@H]2c3cccc4[nH]cc(c34)C[C@@H]21	-0.1%

(list continues)
molecule	AmpC inh det
CCC(C)(C)n1nnnc1C(c1cc2cccc(C)c2[nH]c1=O)N1CCCC1 (configuration not stated)	-1.7%
CCCCCSc1nc2c(c(=O)[nH]c(=O)n2C)n1CCc1ccccc1	15.9%
COC(=O)COc1nc(C)c2c(c1C#N)CC(C)(C)OC2	11.3%
COc1ccccc1C(=O)Nc1ccc(S(=O)(=O)Nc2cc(C)on2)cc1	0.7%
C=CCn1c(SCC(=O)Nc2ccccc2OC)nc(O)c(CC)c1=O	-1.2%
COc1cc(NC(=O)c2cccs2)c(OC)cc1NC(=O)CCn1nnc2ccccc21	-2.7%
COc1cc(-c2nc(-c3ccccn3)no2)cc(OC)c1OC	-1.2%
CCCCn1c(NC(=O)CC)c(C#N)c2nc3ccccc3nc21	0.3%

Screens: PubChem, National Center for Advancing Translational Sciences (NCATS)
